Screens from PubChem BioAssay.
GLP-1R agonist: activates the human GLP-1 receptor. P43220. HEK293 GLP-1R CRE-luciferase, luminescence, 4-6 h; cells express a hypersensitive GLP-1R form. Potency, µM (doses to about 45.6 µM), for the others: at the highest dose activation, most hits filed as activators. actives 0.007% (n = 380,000). AID 624172; further: potency means the concentration at half of the fitted maximal effect; % of control where 0% means no effect
Target sequence (P43220 whole entry, looked up): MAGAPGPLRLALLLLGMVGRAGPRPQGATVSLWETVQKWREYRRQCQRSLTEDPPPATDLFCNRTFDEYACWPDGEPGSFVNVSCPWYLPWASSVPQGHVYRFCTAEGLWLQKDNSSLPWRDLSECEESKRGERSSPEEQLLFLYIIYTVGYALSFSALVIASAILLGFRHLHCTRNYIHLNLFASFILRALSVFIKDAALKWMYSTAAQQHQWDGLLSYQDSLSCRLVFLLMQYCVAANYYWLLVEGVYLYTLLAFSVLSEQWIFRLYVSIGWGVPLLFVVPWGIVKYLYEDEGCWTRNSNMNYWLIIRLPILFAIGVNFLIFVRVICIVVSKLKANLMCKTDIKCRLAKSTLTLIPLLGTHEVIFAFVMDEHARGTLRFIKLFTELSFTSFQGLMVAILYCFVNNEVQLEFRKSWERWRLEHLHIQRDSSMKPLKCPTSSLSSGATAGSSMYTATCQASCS
D3 ag: agonists of human D3 dopamine receptor. P35462. max activation, %. D3R DiscoveRx beta-arrestin cells, luminescence, 90 min. AID 652048. actives 0.58% (n = 410,000); in the data active means max activation above about 30%; further: 0% is about no effect; mostly tested at two doses, the higher about 12 µM
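Agonist mode: compounds and dopamine controls were applied to plated cells for 90 min at 37 degrees C after an overnight attachment at 1500 cells/well. Luminescent read-out followed 30 - 60 minutes at room temperature with DiscoveRx detection reagent.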
HEK293 tox: cytotoxicity in counter-screen for GLP-1R inverse agonists | HEK293 cAMP-luciferase reporter cells, luminescence, 24 h | Potency, µM (highest dose often 38.3 µM), for inactives: at the highest dose activity change, negative = inhibition, hits mostly inhibitors | actives 0.13% (n = 410,000);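 further: loss of luciferase light is scored as toxicity; potency means the concentration at half of the fitted maximal effect; on the % scale 0 is the no-effect control and ±100 the full control effect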
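Here, cytotoxicity is scored as loss of luminescence. The MLSMR collection was tested on cells seeded in medium containing 10% Nu serum, with a 24 hr compound exposure preceded by 12 hours of culture.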
GLP-1R inv ag: acts as inverse agonist at human GLP-1 receptor; HEK293 GLP-1R CRE-luciferase, luminescence, 24 h; GLP-1R form is constitutively active; Potency, µM (top dose mostly 38.3 µM), without a hit: at the top dose activity change, negative = inhibition, most hits filed as inhibitors; actives 1.6% (n = 410,000); AID 624417; further: potency means the concentration at half of the fitted maximal effect; on the % scale 0 is the no-effect control and ±100 the full control effect; nearly all actives have a fitted effect of over 55% in size
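Stable HEK293 clone (constitutively active GLP-1R + cAMP-response luciferase); 200 cells/uL plated, 12 h pre-culture, compound 24 hr, 37 deg C/5% CO2; detection reagent 12 min RT; luminescence.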
aSyn rescue: alpha-synuclein toxicity inhibition in yeast. AID 652106. actives 0.14% (n = 370,000). Yeast expressing alpha-synuclein, growth rescue, BacTiter-Glo, 24 h. Potency, µM (series often up to 46.1 µM), for the others: at the top dose growth rescue (activation), hits mostly activators; further: potency means the concentration at half of the fitted maximal effect; % of control where 0% means no effect; nearly all actives have a fitted effect of over 65% in size
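Screening used galactose-induced yeast with toxic alpha-synuclein levels, exposed to compound for 24 hr at 30 deg C. Cell growth, read with BacTiter-Glo luminescence, gave the measured signal.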
DRD3 antagonist: antagonists of human D3 dopamine receptor; P35462; D3R cells, DiscoveRx beta-arrestin luminescence, antagonist mode; stronger effect = lower value; max response, negative = inhibition, %; actives 2.5% (n = 360,000); AID 652054; in the data active means max response below about -50%; inconclusive means no clear call, values can overlap the other calls; further: on the % scale 0 is the no-effect control and ±100 the full control effect; mostly tested at two doses, the higher about 12 µM
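Cells expressing the human receptor were seeded at 1500 cells/well, incubated overnight at 37 degrees C in 5% CO2, then exposed to library compounds with dopamine controls for 90 minutes at 37 degrees C before luminescent detection.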
PTHR1 agonist: PTHR1 (human) receptor agonism; Potency, µM (titrated, usually from 115 µM), inactives show at the highest dose activation, actives largely listed as activators; Q03431; HEK293 GP2 PTHR1 cells, GloSensor cAMP luminescence, 1 h; actives 0.075% (n = 410,000); further: potency means the concentration at half of the fitted maximal effect; nearly all actives have a fitted effect of over 55% in size; some results filed as inactive show a strong effect at the top dose; inactives centre near -15; many of its hits are not listed in these tables
Target sequence (Q03431 whole entry, looked up): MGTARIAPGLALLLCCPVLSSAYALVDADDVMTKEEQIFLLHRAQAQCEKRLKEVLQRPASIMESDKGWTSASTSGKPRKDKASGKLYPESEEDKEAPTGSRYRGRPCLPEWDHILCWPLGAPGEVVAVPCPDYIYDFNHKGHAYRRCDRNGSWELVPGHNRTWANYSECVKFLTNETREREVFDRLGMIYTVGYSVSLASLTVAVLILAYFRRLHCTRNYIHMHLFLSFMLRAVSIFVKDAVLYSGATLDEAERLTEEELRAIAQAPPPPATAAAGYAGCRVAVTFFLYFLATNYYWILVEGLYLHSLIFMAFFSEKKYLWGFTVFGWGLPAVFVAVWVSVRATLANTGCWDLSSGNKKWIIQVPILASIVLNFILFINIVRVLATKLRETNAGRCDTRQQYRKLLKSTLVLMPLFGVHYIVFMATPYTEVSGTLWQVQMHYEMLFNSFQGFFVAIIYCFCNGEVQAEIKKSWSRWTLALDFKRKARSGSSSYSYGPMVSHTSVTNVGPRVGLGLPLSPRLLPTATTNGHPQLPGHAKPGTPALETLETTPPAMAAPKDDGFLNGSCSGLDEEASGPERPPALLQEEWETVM
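HEK-293-derived GP2 cells expressing PTHR1 and a GloSensor cAMP reporter, 3,000/well, plated overnight, given luciferin plus IBMX (each 0.5 mM as added) for 1 h at 37 °C, then compound for 1 h at 37 °C. Luminescence was read after 15 min at room temperature.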
KB-V1 cytotox: KB-V1 MDR subline cytotoxicity; KB-V1 MDR cells viability, CellTiter-Glo, 72 h; actives 3.4% (n = 400,000); AID 1347076; Potency, µM (series often up to 46.1 µM), without a hit: at the highest dose activity change, negative = cytotoxicity, usual class: cytotoxic; further: potency means the concentration at half of the fitted maximal effect; on the % scale 0 is the no-effect control and ±100 the full control effect; nearly all actives have a fitted effect of over 60% in size
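Luminescent ATP read-out (CellTiter-Glo, 10 min) measures survival of drug-selected KB-V1 MDR cells after 72 h, 37 degrees C compound exposure. Medium: phenol-red-free DMEM, 10% FBS. Values from fitted concentration-response curves.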
TDP-43 yeast inh: inhibitors of TDP-43 toxicity in yeast; TDP-43 expressing yeast growth rescue, BacTiter-Glo, 24 h; Potency, µM (series often up to 46.1 µM), for inactives: top-dose growth rescue (activation), most hits filed as activators; actives 1.8% (n = 410,000); further: potency means the concentration at half of the fitted maximal effect; % of control where 0% means no effect; nearly all actives have a fitted effect of over 50% in size
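Growth rescue of TDP-43-toxic yeast measured as ATP luminescence (BacTiter-Glo). Cells grown to mid-log in raffinose, induced in galactose at OD600=0.02, exposed to compound 24 hr at 30 deg C.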
* marks the source's active call; other numbers are inactive results; i = inactive; ? = inconclusive; . = not tested or not shown; [ ] = another dose, or the depositor's remark. Unless noted, the call rests on the fitted dose curve; in most records, active means well fitted curve in the direction sought with a large enough effect; inconclusive means small, poorly fitted or top-dose-only effect, or another doubt; inactive means no such curve, though single readings can be large; an effect the other way counts as inactive or inconclusive. Not all compounds are listed. The share of hits here may be higher or lower than overall.

SMILES	GLP-1R agonist	D3 ag	HEK293 tox	GLP-1R inv ag	aSyn rescue	DRD3 antagonist	PTHR1 agonist	KB-V1 cytotox	TDP-43 yeast inh
COc1ccc(N2CCN(C(=O)c3ccc(NS(=O)(=O)c4ccc(F)c(F)c4)cc3)CC2)cc1	21%	-5	15%	1%	5%	-5	-75%[inhibitor][57.5 µM]	0%	0%
COC(=O)Cc1ccc(NC(=S)N2CCN(c3cc(Cl)ccc3C)CC2)cc1	2%	1	25%[7.66 µM]	-13%[7.66 µM]	-2%	-17	-20%	-6%	5%[9.22 µM]
COc1ccc(NC2=NCC(=O)N2Cc2cccs2)cc1	9%	12	-9%	10%	-8%	-10	?	16%	-9%
COc1ccc(/C=C(\NC(=O)c2cccs2)C(=O)NN)cc1OC	7%	-3	4%	10%	-1%	-16	-23%	0%	-14%
Cc1cc(NC(=O)CSc2nc(=O)n(CCCN(C)C)c3c2CCCC3)no1	7%	1	4%	-24%	-1%	14	-18%	18%	16%
COc1ccc(C(=O)COC(=O)Cn2cnc3ccccc3c2=O)c(OC)c1	-5%	-2	6%	5%	1%	-8	i	1%	?
O=C(/C=C\c1ccc2c(c1)OCO2)NC1CC(=O)N(c2ccc(F)cc2)C1 (stereo not given)	.	4	-3%	-8%	.	.	-12%	.	6%
CCc1nn(CC(=O)NCCOC)c(=O)c2cc3cc(F)ccc3n12	.	6	0%	5%	.	.	i	23%	23%
O=C(CN1CCN(Cc2ccccc2)C1=O)NCc1cccs1	3%	2	3%	8%	-1%	-9	3%	-9%	16%
O=C(CN1C(=O)CNC1=O)Nc1cc(Cl)cc(Cl)c1	-1%	-3	13%	?	-11%	-24	1%	-16%	-22%
COc1ccc(-n2c(C(C)n3nc(C)c([N+](=O)[O-])c3C)n[nH]c2=S)cc1 (stereo not given)	-1%	1	-4%	16%	0%	-21	-9%	8%	10%
COc1ccc2oc(-c3ccccc3[N+](=O)[O-])cc(=O)c2c1	29%	1	?	?	1%	-10	i	5.8µM*	25%
C/C(N)=C(/C#N)C(=O)CSc1nc2scc(-c3ccccc3)c2c(=O)n1C	7%	1	11%	12%	1%	13	i	-26%	21%
C[C@@H](NC(=O)[C@@H]1CCCN1C(=O)[C@@H]1CCCN1C(=O)c1cccc2ccccc12)c1ccccc1	2%	3	1%	17%	2%	-8	i	-4%	16%
CCN(CC)S(=O)(=O)c1ccc(OC)c(NC(=O)c2cc3c(=O)n4ccccc4nc3s2)c1	-1%	-7	25%	22%	-2%	25	-10%	5%	-15%
CC(=O)c1ccc(OCC(=O)Nc2ccc3c(c2)CCC3)cc1	16%	-5	28%	8%	6%	-5	-35%[inhibitor]	-21%	-5%
Nc1c(-c2ccc(C(F)(F)F)cc2)nc2ncccn12	.	-7	-21%	26%	0%	1	-13%	-24%	29%
O=C(CCC(=O)Nc1ccc(Br)cc1)N/N=C/c1cc([N+](=O)[O-])ccc1O	3%	-15	-4%	-6%	0%	-59*	-35%[inhibitor]	-26%	-1%
CC(C)(C)NC(=O)C1Cc2ccccc2CN1C(=O)Nc1cccc(Cl)c1 (stereo not given)	-5%	-9	-8%	?	-3%	-3	-7%[57.5 µM]	11%	-14%
Cc1ccccc1C(=O)OC1OC(=O)C(Cl)=C1N1CCOCC1 (stereo not given)	4%	-21	9%	-3%	-4%	-17	-23%	13%	8%
CCOC(=O)[C@@H]1[C@H]2COc3ccc(Br)cc3[C@H]2N2C(=O)N(c3cccc(Cl)c3)C(=O)[C@]12C	-5%	-10	24%	?	-1%	5	-9%	13%	24%
CCOc1ccccc1NC(=O)c1cccc(NC(=O)C(C)C)c1	9%	1	-2%	-4%	-1%	-20	-32%	0%	13%
CCc1nnc2n1N=C(c1ccccc1)CS2	2%	2	2%	36%[activator]	2%	22	i	0%	11%
Cc1nn(Cc2ccccc2)c(Cl)c1/C=C/C(=O)OCC(=O)N1CCCC1=O	3%	5	-2%	8%	-1%	9	i	0%	7%
COc1ccc(/C=C/C(=O)Nc2cc(C)on2)cc1	1%	1	12%	21%	-5%	-22	-25%	-4%	11%

As a short view, eight of the compounds above:
SMILES	GLP-1R agonist	D3 ag	HEK293 tox	GLP-1R inv ag	aSyn rescue	DRD3 antagonist	PTHR1 agonist	KB-V1 cytotox	TDP-43 yeast inh
O=C(CCC(=O)Nc1ccc(Br)cc1)N/N=C/c1cc([N+](=O)[O-])ccc1O	3%	-15	-4%	-6%	0%	-59*	-35%[inhibitor]	-26%	-1%
CC(C)(C)NC(=O)C1Cc2ccccc2CN1C(=O)Nc1cccc(Cl)c1 (stereo not given)	-5%	-9	-8%	?	-3%	-3	-7%[57.5 µM]	11%	-14%
Cc1ccccc1C(=O)OC1OC(=O)C(Cl)=C1N1CCOCC1 (stereo not given)	4%	-21	9%	-3%	-4%	-17	-23%	13%	8%
CCOC(=O)[C@@H]1[C@H]2COc3ccc(Br)cc3[C@H]2N2C(=O)N(c3cccc(Cl)c3)C(=O)[C@]12C	-5%	-10	24%	?	-1%	5	-9%	13%	24%
CCOc1ccccc1NC(=O)c1cccc(NC(=O)C(C)C)c1	9%	1	-2%	-4%	-1%	-20	-32%	0%	13%
CCc1nnc2n1N=C(c1ccccc1)CS2	2%	2	2%	36%[activator]	2%	22	i	0%	11%
Cc1nn(Cc2ccccc2)c(Cl)c1/C=C/C(=O)OCC(=O)N1CCCC1=O	3%	5	-2%	8%	-1%	9	i	0%	7%
COc1ccc(/C=C/C(=O)Nc2cc(C)on2)cc1	1%	1	12%	21%	-5%	-22	-25%	-4%	11%

More structures follow.
SMILES	GLP-1R agonist	D3 ag	HEK293 tox	GLP-1R inv ag	aSyn rescue	DRD3 antagonist	PTHR1 agonist	KB-V1 cytotox	TDP-43 yeast inh
COc1ccc(NC(=O)c2ccc(-c3ccccc3)cc2)cc1NS(=O)(=O)c1ccc(F)cc1	-15%	2	-15%	?	0%	9	-22%	-11%	10%
CCN1CCN(CCCNC(=O)c2cnn(-c3ccc(C)cc3C)c2C2CCN(C(=O)OC(C)(C)C)CC2)CC1	.	-4	-1%	?	.	.	-12%	-16%	-3%
CCOC(=O)CCCNC(=O)COC(=O)c1cccc(F)c1	-1%	-14	-2%	22%	1%	-29	15%	-15%	-11%
Cc1ccc(F)cc1NC(=O)N1CCCN(C(=O)OC(C)(C)C)CC1	-1%	-3	0%	2%	-4%	2	i	-14%	1%
CC(C)(C)OC(=O)N[C@@H](C(=O)OC(C)(C)C)c1ccc(Br)cc1	2%	-13	-5%	?	2%	-1	-12%	20%	0%
CC1(Cc2cc(Cl)ccc2C(F)(F)F)C(=O)Nc2ccc(S(=O)(=O)NC3CCCCC3)cc21 (stereo not given)	-7%	0	-4%	?	-5%	22	-24%	?	-6%
COc1ccc(Nc2nnc(SCc3cn4c(C)cccc4n3)s2)cc1	3%	5	?	2%	-10%	-6	-1%	?	?
COC(=O)c1sccc1NC(=O)CSc1ccccc1NC(=O)CNC(C)C	11%	3	-2%	-4%	-4%	10	i	-7%	-3%
CC(=O)c1ccc(NC(=O)CCc2nnc3ccc(NCc4ccco4)nn23)cc1	1%	7	2%	8%	-7%	4	i	3%	11%
CCC1CCc2sc(C(=O)N(C)CC(=O)Nc3cccc(OC)c3)cc2C1 (stereo not given)	-1%	2	-27%	?	0%	4	i	10%	8%
CC(C)C(C(=O)NCC1CCCO1)N(C(=O)CNS(=O)(=O)c1ccc(F)cc1)c1ccccc1 (stereo not given)	3%	-1	3%	15%	3%	9	i	-7%	14%
COc1ccc(C(=O)COC(=O)c2ccn(C)n2)cc1	3%	4	2%	9%	4%	9	-11%	8%	-11%
S=C(Nc1ccccc1Cl)NC1CCC(NC(=S)Nc2ccccc2Cl)CC1 (stereo not given)	-8%	0	17%[0.307 µM]	5%[0.307 µM]	-2%	-11	i	11%	-14%
Cc1cc(C)nc(NC(=O)c2ccc(Cl)cc2[N+](=O)[O-])c1	0%	3	-11%	-26%	1%	12	i	-12%	14%
Cc1ccc(NC(=O)c2cc(S(=O)(=O)NCCC3=CCCCC3)ccc2F)cc1C	.	-17	-17%	?	.	.	-18%	?	2%
COc1cc(NC(=O)c2ccc(Br)cc2)ccc1NC(=O)c1cc2ccccc2o1	0%	0	0%	1%	-8%	-5	i	-1%	-5%
O=C(OCN1C(=O)c2ccccc2C1=O)c1ccc(Cl)nc1	4%	2	6%	11%	-2%	6	-5%	19%	5%
C[C@@H]1CC=C[C@H]2[C@H]1C(=O)N(Cc1ccccc1)[C@H]2c1ccc(-c2ccoc2)cc1F	-5%	-26	-19%	?	10%	-62*	-73%[inhibitor]	-9%	-14%
O=C(/C=C/c1ccc2c(c1)OCO2)NCC1CCCO1 (stereo not given)	6%	4	-6%[7.66 µM]	22%[7.66 µM]	-1%	-2	-16%	?	15%[9.22 µM]
CCOc1cc(/C=C(\C#N)C(=O)NCc2cccnc2)ccc1O	36%	-4	2%	0%	1%	-13	i	?	13%
COc1ccc(-c2cn(-c3ccccc3)nc2CO)cc1	12%	-6	-9%	-13%	-9%	6	-26%	1%	3%
O=C(Cc1cc(=O)[nH]c(=O)[nH]1)N1CCN(C(=O)c2ccco2)CC1	-3%	0	6%	5%	0%	-6	i	-10%	0%
